Screens deposited in PubChem by National Center for Advancing Translational Sciences (NCATS).
HCV inhibitor: blocks hepatitis C virus; Huh7.5.1 HCVcc-Cre infection, luciferase reporter, 44 h; Potency, µM (doses to about 41.8 µM), for inactives: at the highest dose activity change, negative = inhibition, actives largely listed as inhibitors; hit rate 3.4% among 340,000; further: potency means the concentration at half of the fitted maximal effect
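Whole-lifecycle infectious HCVcc-Cre system; cells 1,000/well, compound then virus (~0.5 moi) added 4 h after plating, 44 h culture. Luciferase read 15 sec following 15 min substrate incubation, room temp.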
HCMV antiviral: human cytomegalovirus inhibition. hit rate 4.5% among 410,000. AID 1259415. HFF cells, HCMV-luciferase reporter, 72 h; active compounds read low. activity change, negative = inhibition, % at 57.5 µM; in the data active means activity change below about -60%; inconclusive means no clear call, values can overlap the other calls; inactive means above about -39%
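Two compound doses tested in HFFs infected with HCMV-luciferase, MOI 1 PFU/cell, 72 h at 37C. Lysate luminescence read with OneGlo; data normalized against buffer-only and 10uM Salinomycin inhibitor controls.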
AmpC inh detg: blocks E. coli AmpC beta-lactamase in detergent assay; AID 485294; AmpC hydrolysis of nitrocefin, absorbance 480 nm, 0.01% Triton; hit rate 0.041% among 370,000; Potency, µM (top dose mostly 114 µM), inactives show at the highest dose activity change, negative = inhibition, hits mostly inhibitors;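 further: potency means the concentration at half of the fitted maximal effect; 0% = no-compound wells and -100% = no-enzyme wells; nearly all actives have a fitted effect of over 25% in size; some results filed as inactive show a strong effect at the top dose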
Target sequence (P00811 whole entry, looked up): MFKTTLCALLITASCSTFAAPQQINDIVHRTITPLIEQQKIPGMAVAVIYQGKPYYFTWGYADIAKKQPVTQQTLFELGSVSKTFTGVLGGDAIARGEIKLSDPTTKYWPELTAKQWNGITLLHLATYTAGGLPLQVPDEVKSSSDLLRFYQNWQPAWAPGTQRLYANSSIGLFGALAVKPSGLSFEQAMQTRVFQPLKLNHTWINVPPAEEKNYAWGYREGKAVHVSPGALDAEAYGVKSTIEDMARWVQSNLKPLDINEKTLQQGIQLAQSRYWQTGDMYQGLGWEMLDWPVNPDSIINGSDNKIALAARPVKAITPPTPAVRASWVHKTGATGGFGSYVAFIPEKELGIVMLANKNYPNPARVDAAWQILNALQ
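AmpC (5.3 nM in the dispensed reagent) in 20 mM phosphate pH 7.0 with 0.01% (detergent screen) or 0.0001% Triton X-100 was preincubated with compounds for 15 min at room temperature. Nitrocefin was then added from an 800 uM solution, and hydrolysis was followed at 480 nm.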
FBPA Giardia inh: blocks Giardia fructose-bisphosphate aldolase activity; purified Giardia FBPA; A8B2U2; hit rate 0.71% among 290,000; AID 2451; Potency, µM (titrated, usually from 59.6 µM), for inactives: top-dose activity, negative = inhibition, usual class: inhibitors; further: potency means the concentration at half of the fitted maximal effect; nearly all actives have a fitted effect of over 55% in size
Target sequence (A8B2U2 whole entry, looked up): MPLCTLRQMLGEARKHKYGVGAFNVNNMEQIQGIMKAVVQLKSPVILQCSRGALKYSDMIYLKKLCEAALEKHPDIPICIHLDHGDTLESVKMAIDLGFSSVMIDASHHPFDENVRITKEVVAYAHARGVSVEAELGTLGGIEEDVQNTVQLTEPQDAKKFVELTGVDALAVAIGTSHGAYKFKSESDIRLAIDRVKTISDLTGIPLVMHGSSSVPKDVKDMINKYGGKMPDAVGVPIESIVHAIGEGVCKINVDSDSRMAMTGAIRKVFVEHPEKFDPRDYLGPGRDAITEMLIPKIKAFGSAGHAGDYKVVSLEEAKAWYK
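Giardia FBPA (40 nM reagent) was preincubated 10 min at RT with compound (up to 57.5 uM final), then substrate plus GAPDH/TPI/NAD/arsenate coupling system with diaphorase/resazurin was added; resorufin fluorescence (525/598 nm) was read after 20 min.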
AMA1-RON2 inh: inhibitors of Plasmodium falciparum AMA1-RON2 interaction | AID 720542 | Potency, µM (series often up to 58.2 µM), inactives show at the highest dose activity change, negative = inhibition, hits mostly inhibitors | hit rate 0.2% among 360,000 | AlphaScreen AMA1-biotinylated RON2 peptide binding;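 further: potency means the concentration at half of the fitted maximal effect; 0% = vehicle wells and -100% = peptide control; nearly all actives have a fitted effect of over 45% in size; some results filed as inactive show a strong effect at the top dose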
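AMA1 (3D7) with his tag at 25 nM final met compounds first, then biotinylated RON2 peptide at 25 nM; detection used donor plus acceptor beads, 10 µg/mL apiece, read by AlphaScreen after 30 min at room temperature.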
Sm TGR inh: inhibitors of Schistosoma mansoni thioredoxin glutathione reductase; Q962Y6; purified TGR, DTNB reduction, TNB absorbance 405 nm; Potency, µM (titrated, usually from 114 µM), for the others: at the highest dose activity change, negative = inhibition, most hits filed as inhibitors; hit rate 3% among 360,000; AID 485364; further: potency means the concentration at half of the fitted maximal effect; nearly all actives have a fitted effect of over 60% in size
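First, TGR (20 nM dispensed) and NADPH were mixed with compound. Second, a 15 min room-temperature incubation followed. Third, further NADPH and then DTNB were added to start the reaction. Finally, TNB absorbance was monitored kinetically.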
An asterisk follows results filed as active; ? = inconclusive; / = no result given; & = joins results of further samples; [ ] = another dose, or the depositor's remark. Unless noted, the call rests on the fitted dose curve; in most records, active means well fitted curve in the direction sought with a large enough effect; inconclusive means small, poorly fitted or top-dose-only effect, or another doubt; inactive means no such curve, though single readings can be large; an effect the other way counts as inactive or inconclusive. Unless noted, on the % scale 0 is the no-effect control and ±100 the full control effect.

Each structure is followed by: HCV inhibitor, HCMV antiviral, AmpC inh detg, FBPA Giardia inh, AMA1-RON2 inh, Sm TGR inh
> COCCn1c(O)c(/C=N/NC(=O)CSC(=S)N2CCCC2)c(=O)[nH]c1=S
 : 5%, -39, ?, /, 72%[activator], -24%
> CCN(CC)CCOc1ccc(Br)cc1
 : ?, ?, 0%, -18%, -9%, -6%
> CCC(C)NC(=O)c1csc2c1CCCCC2 (configuration not stated)
 : -8%, 16, -15%, -2%, -10%, -3%
> COC(=O)c1nc2n(n1)C(c1cccc(Cl)c1)C(C(=O)Nc1ccccc1OC)=C(C)N2 (configuration not stated)
 : /, 3, -1%, /, /, 4%
> CC1=NN(C(N)=S)C(=O)C1N=Nc1c(Cl)cc([N+](=O)[O-])cc1Cl (configuration not stated)
 : -15%, 14, ?, 20%, 35%[activator], -25%
> C/C(=N\NC(=O)c1cc2ccccc2cc1O)c1ccc(C)o1
 : -17%, -14, 1%, /, 52%[activator], 0%
> CCOC(=O)C1CCCN(Cc2nc3ccc([N+](=O)[O-])cc3c(=O)n2-c2ccc(OC)cc2OC)C1 (configuration not stated)
 : ?, 30, -4%, -13%, -4%, ?
> CC(C)Cn1c(-c2cc([N+](=O)[O-])ccc2Cl)nc2c1c(=O)[nH]c(=O)n2Cc1ccccc1
 : ?, -2, -12%, -2%, 1%, -8%
> Nc1ncc(Br)cc1S(=O)(=O)NCCC(=O)N1CCN(c2ncccn2)CC1
 : 9%, ?, -1%, 1%, 1%, 15%
> COc1ccccc1N1CCN(c2cc(C)nc3nc(C)nn23)CC1
 : 14%, 4, -1%, -7%, -5%, 2%
> CCC(C)NC(=S)N(Cc1cc2cc(C)ccc2n2nnnc12)CC(C)(C)NC(C)C (configuration not stated)
 : 8%, 81, -2%, 4%, 1%, 2%
> CCN(CCC(=O)O)c1ccccc1
 : -3%, 11, -8%, -22%, -10%, 28%
> Cc1ccc(-c2nnc(Cc3ccc(Cl)cc3)o2)cc1
 : -20%, 34, ?, 6%, 25%, 0%
> O=C1C(=O)N(CCOCCO)C(c2ccccn2)/C1=C(\O)c1ccccc1 (configuration not stated)
 : 23%, -24, -3%, 13%, -8%, -7%
> CCOc1ccc2c3c(c(=O)oc2c1OCC)CCCC3
 : ?, 22, 5%, 4%, 13%, 4%
> CC(=O)c1ccc(NC(=S)N2CCN(CCN3C(=O)c4cccc5cccc(c45)C3=O)CC2)cc1
 : 14%, -9, 4%, 6%, -1%, 3%
> Brc1cc2c(cc1/C=N/Nc1nc(N3CCCC3)nc(N3CCOCC3)n1)OCO2
 : 2.8µM*, -14, -13%, -14%, -8%, 21%
> CN(Cc1ccccc1)S(=O)(=O)c1ccc2c(c1)n(C)c(=O)c(=O)n2C
 : 7%, 22, -2%, 3%, -2%, 9%
> Cc1[nH]n(-c2ccccc2)c(=O)c1C=Nc1ccc(S(N)(=O)=O)cc1
 : 13%, -24, -1%, -3%, 22%, 7%
> Cn1nnc2cc(C(=O)NCc3ccc4c(c3)OCO4)ccc21
 : 11%, 15, ?, -3%, 0%, -16%

Other results.
Each structure is followed by: HCV inhibitor, HCMV antiviral, AmpC inh detg, FBPA Giardia inh, AMA1-RON2 inh, Sm TGR inh
> CCOC(=O)c1c(C)oc2c1c(C=NC1CCS(=O)(=O)C1)c(O)c1ccccc12 (configuration not stated)
 : 24%, 45, -4%, ?, 0%, -5%
> Cc1nn(C)c(C)c1CN(C)C(=O)c1cc2n(n1)C(C(F)(F)F)CC(c1cccs1)N2 (configuration not stated)
 : ?, ?, -2%, 2%, 2%, 0%
> CC(=O)N1CCc2c(sc(NC(=O)C3CCN(S(=O)(=O)c4cccs4)CC3)c2C(N)=O)C1
 : 8%, -11, -15%, /, -8%, -3%
> COc1cccc(CSc2nc(N)cc(N)n2)c1
 : -2%, 7, -11%, 3%, 11%, -31%
> CNC(=S)NNC(=O)c1sccc1OCc1ccccc1
 : 19%, 23, 6%, 10%, 58%[activator], 12%
> NC(=O)/C(=N\OC(=O)c1ccco1)c1nc(-c2ccc(Br)cc2)cs1
 : ?, 3, ?, 13%, 65%[activator], ?
> Cc1ccc2c(Cl)cc(Cl)c(OCC(=O)Nc3cc(C)on3)c2n1
 : /, /, -3%, 1%, /, 4%
> Cc1cc(Nc2ccc(F)cc2C)n2nc(C)nc2n1
 : 15%, 18, ?, 0%, -2%, -1%
> Cc1ccc(NC(=O)CSc2nnc(Cn3c(=O)sc4ccccc43)n2C)cc1Cl
 : 1%, 4, -9%, -1%, 0%, 1%
> COC(=O)CSC(=S)N1C(C)CCCC1C (configuration not stated)
 : 19%, 10, -1%, -5%, 18%, 8%
> CCOc1cc(C2C(C#N)=C(N)SC(N)=C2C#N)ccc1OCCN1CCOCC1
 : -10%&-26%, -10, ?, ?, 46%[activator], 22µM*
> O=C(C1CCOCC1)N1CCCC(N2CCN(c3cccc(Cl)c3)CC2)C1 (configuration not stated)
 : -2%, -1, 1%, /, 22%, -4%
> C(#CCN1CCOCC1)COCCCOC(c1ccccc1)c1ccccc1
 : 2%, -6, -5%, 0%, -3%, -9%
> Cn1cnnc1SCc1ccc(C#N)cc1
 : 7%, 21, -10%, 5%, 15%, 1%
> CCCN1CN(Cc2ccccc2)CNC1=S
 : 12%, -23, -4%, 0%, 3%, 1%
> CCN(C(=O)Cn1nc(C)c([N+](=O)[O-])c1C)c1c(N)n(Cc2ccccc2)c(=O)[nH]c1=O
 : 4%, -5, -18%, /, 19%, -2%
> Cc1cccc(CCN2CCN=C2N(C)C)c1
 : -5%, -11, ?, /, 2%, 3%
> CCN1C(=O)/C(=C\N2CCN(c3ccccc3)CC2)SC1=S
 : 2%, 3, 10%, -1%, -5%, 7%
> Cc1ccc(C(=O)NNC(=O)c2cccnc2SCc2cccc([N+](=O)[O-])c2)cc1
 : 15%, 19, ?, 7%, 49%[activator], -8%
> CC(C)c1ccc(Nc2ncnc3c2nc2n3CCCC2)cc1
 : /, -19, 13%, /, /, -3%

Reformatted with each value named: 4 of the compounds above.
CCN(C(=O)Cn1nc(C)c([N+](=O)[O-])c1C)c1c(N)n(Cc2ccccc2)c(=O)[nH]c1=O
  HCV inhibitor: 4%
  HCMV antiviral: -5
  AmpC inh detg: -18%
  FBPA Giardia inh: /
  AMA1-RON2 inh: 19%
  Sm TGR inh: -2%
Cc1cccc(CCN2CCN=C2N(C)C)c1
  HCV inhibitor: -5%
  HCMV antiviral: -11
  AmpC inh detg: ?
  FBPA Giardia inh: /
  AMA1-RON2 inh: 2%
  Sm TGR inh: 3%
CCN1C(=O)/C(=C\N2CCN(c3ccccc3)CC2)SC1=S
  HCV inhibitor: 2%
  HCMV antiviral: 3
  AmpC inh detg: 10%
  FBPA Giardia inh: -1%
  AMA1-RON2 inh: -5%
  Sm TGR inh: 7%
Cc1ccc(C(=O)NNC(=O)c2cccnc2SCc2cccc([N+](=O)[O-])c2)cc1
  HCV inhibitor: 15%
  HCMV antiviral: 19
  AmpC inh detg: ?
  FBPA Giardia inh: 7%
  AMA1-RON2 inh: 49%[activator]
  Sm TGR inh: -8%

(continued)
SMILES | HCV inhibitor | HCMV antiviral | AmpC inh detg | FBPA Giardia inh | AMA1-RON2 inh | Sm TGR inh
O=C(CN1C(=O)C2(SCC(=O)N2c2ccc(F)cc2)c2ccccc21)NCCc1ccccc1 (configuration not stated) | / | 2 | 7% | / | / | -2%
O=C(Cc1c(F)cccc1Cl)OCN1C(=O)c2ccccc2C1=O | 17% | 66 | -1% | 1% | -3% | -17%
CC(=O)COC(=O)C1CC(=O)N(c2ccc(C)c(C)c2)C1 (configuration not stated) | 26% | 34 | 5% | 0% | -12% | 13%
O=C(/C=C/c1cccs1)NCc1cccs1 | -4% | 48 | / | / | 12% | /
CCc1nc2ccccc2n1CC(=O)Nc1cc(C)on1 | ? | 27 | -2% | 2% | 0% | 1%
O=C(COc1ccc(S(=O)(=O)NCc2ccccc2)cc1)NCc1cccnc1 | -16% | -14 | -9% | 9% | -6% | 1%
COc1ccc(CNC(=O)c2cnc3scc(C)n3c2=O)cc1 | 0% | 3 | -14% | 7% | 6% | -4%
Cc1ccc(C)c(N2CCN(CCCNC(=O)Cn3cccc3C(=O)c3ccccc3)CC2)c1 | ? | 14 | ? | -6% | -1% | -5%
CC(C(=O)NC1CCS(=O)(=O)C1)N1C(=O)/C(=C/c2ccc(Cl)cc2)SC1=S (configuration not stated) | -7% | -40 | 1% | / | 33%[activator] | -2%
COc1ccc(C(=O)O)cc1NC(=S)NC(=O)C(c1ccccc1)c1ccccc1 | 20% | -33 | ? | 17% | 6% | -35%
Fc1ccc(CNC(=S)NC2CCCC2)cc1 | 14% | ? | ? | -2% | 0% | 7%
CC(=O)Nc1ccc(Oc2ccc(S(=O)(=O)N3CCCC3)cn2)cc1 | -8% | ? | 5% | / | 12% | 6%

Next part
SMILES | HCV inhibitor | HCMV antiviral | AmpC inh detg | FBPA Giardia inh | AMA1-RON2 inh | Sm TGR inh
COc1ccc(NC(=O)CC(C)CC(=O)NCc2ccccc2)c(OC)c1 (configuration not stated) | 3% | 23 | 5% | 0% | 4% | -17%
CCCN(C(=O)CSc1ncnc2sccc12)c1c(N)n(Cc2ccccc2)c(=O)[nH]c1=O | 0% | -29 | 1% | / | -10% | 2%
COc1ccc(C2NC(=O)C(C#N)=C(S)N2c2cccc(C)c2)cc1OC (configuration not stated) | 6% | ? | 4% | ? | 9% | 1%
COc1ccc(N=C2SC(CC(=O)Nc3ccccc3)C(=O)N2Cc2ccccn2)cc1 (configuration not stated) | ? | 7 | -5% | ? | -4% | -8%
COc1ccccc1NS(=O)(=O)c1cccc(C(=O)NCC(c2ccc(F)cc2)N2CCOCC2)c1 (configuration not stated) | 3%[8.37 µM] | -2 | -3% | / | -4% | 2%
CC(=C/C(=O)O)/C(=C/c1ccccc1)C(=O)O | 16% | -29 | -3% | 7% | -6% | -3%
CCOc1ccc(C(=O)N(Cc2cc(OC)c(OC)c(OC)c2)c2ccccn2)cc1 | / | -1 | 21% | / | / | 5%
COc1ccc(CCN(C)S(=O)(=O)c2ccc(Cl)nc2)cc1OC | ? | -30 | -12% | 1% | -3% | 5%
CCn1c(SCC(=O)NCc2ccco2)nc2c(c1=O)SC(C)C2 (configuration not stated) | 4% | 1 | -1% | 3% | 2% | ?
O=c1[nH]c(N/N=C/c2cc3c(cc2[N+](=O)[O-])OCO3)nc2ccccc12 | -4% | 0 | -1% | -9% | 51%[activator] | 1%
CCN(CC)S(=O)(=O)c1cc(NC(=O)c2ccccc2OCc2c(C)noc2C)ccc1C | -29% | 48 | / | / | 0%[11.6 µM] | /
Cc1ccc(OCC(=O)c2ccc(Cl)s2)c([N+](=O)[O-])n1 | -8% | 56 | 6% | ? | -8% | 3.5µM*
COc1ccc(NS(=O)(=O)c2ccc3oc(=O)ccc3c2)cc1 | 9% | -19 | -13% | 0% | 12% | 1%

The order is random; any-hit rate near 9.3%.
